Source: PubChem (Vanderbilt High Throughput Screening Facility)
Cav3 T inh – Cav3.2 calcium influx blockers – cell-based, Fluo-4 calcium fluorescence, FDSS, MLSMR library, primary screen; B-score at 10 µM; hit rate 4% among 100,000; Cav3.2-expressing cells; hits give low values; Voltage-dependent T-type calcium channel subunit alpha-1H (Homo sapiens), O95180;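 active = single-dose well whose peak fluorescence ratio is a statistical outlier from its plate by either plate-standardised score or position-corrected B-score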
* hit, by the source's call.

SMILES	Cav3 T inh
Cc1ccc2nc(-c3ccc(NC(=O)CSc4ccccc4)cc3)[nH]c2c1	-1.5
Cn1nc(-c2ccc(Cl)cc2)c2cc(C(=O)N3CCCC3)sc21	0.27
CCOC(=O)Cn1c(=NC(=O)CSC(C)=O)sc2cc(F)ccc21	-7.5*
Cc1ccc(N=Cc2nc(-c3ccco3)oc2O)cc1	0.38
COc1ccc(Cc2nnc(SC)[nH]c2=O)cc1OC	1.1
CC1Cc2ccccc2N1C(=O)Cn1nnc(-c2ccccc2NC(=O)C2CCC2)n1 (stereo not given)	-2.1
Nc1nnc(COc2cccc(C(F)(F)F)c2)s1	0.76
Cc1nc(OCc2ccccc2)c2ccccc2n1	-1.6
CC(=O)c1ccc(N2C(=O)NC3(CCCCC3)C2=O)cc1	0.68
CC(C(=O)Nc1sccc1C(N)=O)N1C(=O)C2CC=CCC2C1=O (stereo not given)	1
CCOc1ccc(C(C#N)N2CCOCC2)cc1OC (stereo not given)	0.27
COc1ccc(OC)c(S(=O)(=O)Nc2ccc3oc4c(c3c2)C(=O)CCC4)c1	0.23
COC(=O)CCC(=O)c1oc2ccc(Cl)cc2c1NC(=O)CCCN1C(=O)c2ccccc2C1=O	-1.3
COc1ccc(Nc2nc3ccccc3nc2-n2nc(C)cc2C)cc1	-1
CCOC(=O)CNC(=O)CSc1ncnc2c1cnn2-c1ccc(Cl)cc1	-0.21
Cc1nnc(NC(=O)c2ccc(C)c(S(=O)(=O)N3CCCCCC3)c2)s1	-0.12
COC(CNC(=O)c1cc(C)nn1-c1ccccc1)OC	-0.018
c1ccc(Cc2nc3ccccc3o2)cc1	0.0076
COc1ccc2cc(C(=O)N3CCOCC3)sc(=O)c2c1OC	0.73
COC(=O)c1[nH]c2cc(OC)ccc2c1NC(=O)CCN1CCN(Cc2ccc3c(c2)OCO3)CC1	-1.9
CCOc1cc(C(c2c(C)[nH][nH]c2=O)c2c(C)[nH][nH]c2=O)ccc1OS(=O)(=O)c1ccccc1	-1.8
Cc1cccc(NC(=O)c2ccc(NS(=O)(=O)c3c(C)noc3C)cc2)c1	-1.6
CC1NC(=O)N(C)C2NC(=O)N(C)C(c3ccccc3)C12 (stereo not given)	0.52
COc1ccc(NC(=O)c2cnc(C)cn2)c2ncccc12	0.38
CCOC(=O)c1cc(C(C)=O)c(=O)n(C)c1N	0.49
Oc1ccccc1-c1n[nH]c(=S)n1Cc1ccco1	-1.9
Cc1cccc(Nc2nc(N)nc(CSc3nccn3C)n2)c1	0.081
COC(=O)CCC(=O)OC1(C)C(=O)C2=CN(C3CC3)C(c3ccc(OC)cc3)=CC2=C(Br)C1=O (stereo not given)	0.44
N=c1c(C(=O)NCc2ccc(F)cc2)cc2c(=O)n3ccccc3nc2n1CCCN1CCOCC1	-2.1
CCCn1c(SCC#N)nc2c(c1=O)C1(CCCC1)Cc1ccccc1-2	-4.2*
O=C(Nc1nccs1)c1ccc(CSc2nnnn2-c2ccccc2)cc1	-3.1
O=c1oc2ccccc2cc1NCc1ccccc1O	-5.2*
O=C(N/N=C/c1ccco1)c1ccc(Br)o1	1.2
Cc1cccc(-c2nc(CN3CCCC(C(=O)NC4CCCCC4)C3)c(C)o2)c1 (stereo not given)	-5.1*
CSC1=N/C(=C\c2ccc(C)o2)C(=O)S1	0.053
Cc1ccc(N2CC(c3nc4ccccc4[nH]3)CC2=O)c(C)c1 (stereo not given)	0.15
CN1CCN(C2=Nc3cc(Cl)ccc3Nc3ccccc32)CC1	1
Cc1ccc(-c2cn3c(=O)cc(C)[nH]c3n2)cc1	0.89
CC1=NC(C(F)(F)F)(C(F)(F)F)C(C#N)=C(C)N1	0.15
O=C(NCc1ccccn1)C1CCCN(S(=O)(=O)c2cccc3nsnc23)C1 (stereo not given)	1
CCOc1ccccc1Nc1ncnc2c1cnn2-c1ccccc1	-1.6
O=C(NCC1CCCO1)c1c(O)c2cccc3c2n(c1=O)CCC3 (stereo not given)	0.2
O=C(NCc1nc2ccccc2[nH]1)C1=C[C@H](c2ccc(Br)cc2)C[C@H](OCc2ccc(CO)cc2)O1	-1.1
CC1=C(C(=O)OC(C)(C)C)C(c2ccco2)C(C#N)=C(N)O1 (stereo not given)	-0.075
NS(=O)(=O)c1ccc(S(=O)(=O)N2CCCC2)cc1	-0.46
CC(=O)N1CCC(C(=O)c2ccc(Cl)cc2)CC1	-0.18
Cc1ccc(CNC(=O)C2CCCN(S(=O)(=O)c3cnc[nH]3)C2)cc1 (stereo not given)	0.24
c1ccc(SCc2nc(-c3ccccn3)no2)cc1	0.44
CSC(=CC(=O)c1ccccc1)SC	0.99
Cc1ccc(-c2sc(C)nc2CC(=O)O)cc1	-0.93
CCCCCCC(=O)Nc1cc2c(C)cc(=O)oc2cc1C	-0.07
COC(=O)c1ccc(COC(=O)c2c(C)nn(Cc3ccccc3Cl)c2Cl)o1	-1.9
COC(=O)Cc1ccc(NC(=O)c2cccs2)cc1	-0.014
COc1ccc(C(=O)Nc2nnc(Cc3cccs3)s2)cc1OC	0.16
O=C(NCc1ccccc1)C1=C[C@@H](c2ccc(Br)cc2)C[C@@H](OCc2ccc(CO)cc2)O1	-0.77
CCO[C@H]1OC(C(=O)NCc2nc3ccccc3[nH]2)=C[C@@H](C2CCCCC2)[C@@H]1CCCO	-1.1
COc1ccc(C2C3=C(CC(C)(C)CC3=O)Oc3ncn(Cc4ccccc4)c(=N)c32)cc1 (stereo not given)	-0.83
CC(OC(=O)CN(C)S(=O)(=O)c1ccc(Cl)cc1)C(=O)Nc1ccc(N2CCOCC2)cc1 (stereo not given)	0.35
S=c1[nH]nc(-c2cc(-c3ccco3)[nH]n2)n1-c1ccccc1Cl	2.2
Cc1ccc(S(=O)(=O)N2CCC(=O)N(CCOC(=O)Nc3ccccc3C)CC2)cc1	0.5

Next section
SMILES	Cav3 T inh
CC(C)(C)c1ccc(C(=O)CSc2n[nH]c(=O)[nH]c2=O)cc1	0.043
O=C(NC1CCCCC1)N1CCCCCCC1	-1.6
CCCC(=O)NC(Nc1ccc(S(=O)(=O)Nc2cc(C)on2)cc1)(C(=O)OCC)C(F)(F)F (stereo not given)	0.42
Cc1cc(C(=O)NCC2CCCO2)n(-c2ccccc2)n1 (stereo not given)	0.097
Cc1nc2sc(C(c3ccc(Cl)cc3)N3CCN(CCO)CC3)c(O)n2n1 (stereo not given)	0.81
CC1CCc2c(C(=O)N3CCN(S(=O)(=O)c4cccs4)CC3)csc2C1 (stereo not given)	-2.4
O=C(N[C@@H](Cc1ccc(O)cc1)C(=O)O)C(c1ccccc1)c1ccccc1	-0.52
CCN(CC)S(=O)(=O)c1cccc2c(N(C)C)cccc12	-2.8
O=C(Nc1nccs1)c1csc2c1CCCC2	-0.094
COc1cccc(/C=N/NC(=O)c2c(-c3ccccc3)noc2C)c1	-1.3
Cc1cc(=S)cc(C)n1CCCO	0.46
CCC(CC)C(=O)Nc1ccccc1NC(C)=O	0.55
CC1(C)CC[C@]2(C(=O)O)CC[C@]3(C)C(=CC[C@@H]4[C@@]5(C)CC[C@H](O)C(C)(C)[C@@H]5CC[C@]43C)[C@@H]2C1	0.047
O=C(Cc1ccc(Br)cc1)N1CCCCCC1	1
O=c1[nH]nc(CSCc2ccccc2Cl)[nH]1	-0.12
O=C(NCCc1c[nH]c2ccccc12)Nc1ccccc1	-1.7
Cc1cc(C)nc(N2CCC(C(=O)Nc3ccc4c(c3)OCO4)CC2)n1	0.0074
CCC(=O)Nc1sc2c(c1C(=O)N(C)C)CCCCC2	-0.011
c1ccc(-c2nnc(CN3CCC4(CC3)OCCO4)o2)cc1	-0.27
Cc1cc(C(=O)CN2C(=O)NC3(CCCc4ccccc43)C2=O)c(C)n1Cc1cccs1 (stereo not given)	-7.4*
O=S(=O)(Cc1nc2ccccc2s1)c1ccccc1	-0.43
CCOc1ccc2nc(NCCCNS(=O)(=O)c3ccccc3)c(C#N)cc2c1	-0.14
COC(C/C=C/C(=O)[C@@H](C)OCc1ccccc1)OC	-1.6
CCC(NC(=O)C1CCC1)c1ccccc1 (stereo not given)	0.39
O=C(NC1CCCCC1)c1ccc(CS(=O)(=O)Cc2ccccc2F)o1	0.011
CC(=O)/C(CN1CCCCC1)=N\O	1.8
Cc1ccc(NS(=O)(=O)c2ccc(CCC(=O)NC3CC3)cc2)cc1	0.079
CCCN1CCN(C(=O)CCCn2c(C)c3cnn(-c4ccccc4)c(=O)c3c2C)CC1	1.4
CC(Sc1nc(-c2ccccc2)cc(=O)[nH]1)C(=O)O (stereo not given)	-0.13
CCC(CC)C(=O)Nc1cccc(C(=O)N2CCCC2)c1	0.023
Cc1occc1C(=O)Nc1ccccc1C(=O)O	0.15
Cc1ccc2nsnc2c1S(=O)(=O)N(CCO)Cc1cc2cc3c(cc2[nH]c1=O)OCCO3	1.4
CCN(CC)c1ccc(C=Nc2ccccc2)c(O)c1	-3.3
Cn1c(-c2cc(Br)ccc2O)n[nH]c1=S	0.12
COc1cc(C(=O)N(Cc2ccc(N(C)C)cc2)C2CCS(=O)(=O)C2)cc(OC)c1OC (stereo not given)	2.2
CCOc1ccc(/C(O)=C2/C(=O)C(=O)N(CC3CCCO3)C2c2ccc(C)o2)cc1 (stereo not given)	-0.84
COc1ccc(CNC(=O)C2(CC3CC(c4ccccc4)=NO3)CCN(C(=O)OC(C)(C)C)CC2)cc1 (stereo not given)	-2.2
CCCc1nn(-c2cc(Cl)ccc2OC)c2c1C(=O)CC(C)(C)C2	-2.4
Cc1occc1C(=O)Nc1ccc(Br)cc1F	1.1
CCCCn1c(=O)n(CC(=O)NCc2ccc(C)cc2)c(=O)c2c1nc(CO)n2CCC	0.93
O=C(c1ccccc1Oc1ccccc1)N1CCN(c2ccccc2F)CC1	-5.4*
CCN(CC)CCNc1nc2c(c(=O)n(C)c(=O)n2C)n1C/C=C(/C)Cl	0.71
CC/C(=N\NC(=O)c1ccc(-c2ccccc2)cc1)C12CC3CC(CC(C3)C1)C2	-0.81
CCOC(=O)c1ccc(N2C(=O)CC(N3CCN(C(=O)c4ccco4)CC3)C2=O)cc1 (stereo not given)	0.99
Cc1ccc(-c2nnc(SCC(=O)N3CCCC3)o2)cc1	0.2
CCCNC1=C(C)C(=O)CC1	0.026
CCOc1ccc(N(CC(=O)Nc2ccccc2C(=O)NCc2ccco2)S(C)(=O)=O)cc1	-0.63
Cc1ccc(-n2c(C)cc(C(=S)N3CCOCC3)c2C)cc1C	-3.4
O=S(=O)(Nc1ccccc1F)c1ccc2nsnc2c1	0.054
O=C(NCC(c1cccnc1)N1CCN(c2ccc(F)cc2)CC1)C1CCCCC1 (stereo not given)	0.93
Cc1ccc(-n2c(Cc3cccs3)nnc2SCC(N)=O)cc1	0.024
O=C(Cn1c(=O)c2c(ncn2Cc2ccccc2)n(Cc2ccccc2)c1=O)N1CCCC1	0.85
Cc1cnn(C(=S)NCc2ccc(Cl)cc2)c1	0.062
Cc1ccc(SCc2ccc(C(=O)Nc3cccc([N+](=O)[O-])c3)cc2)cc1	-0.43
CCC(C)Nc1nc(OC)nc(N(C)C#N)n1 (stereo not given)	-0.88
O=C(O)CSc1ccc2ccccc2n1	2.1
CC1(C)NC(=O)N(CCCCSc2ccc(Cl)cc2)C1=O	0.16
COc1cccc(-n2c(SCC(=O)NCc3ccco3)nnc2-c2c[nH]c3ccccc23)c1	-0.16
O=C(CCCNS(=O)(=O)c1cccc2nsnc12)NCc1ccc(F)cc1	0.23
CC(CN1CCCCC1)OC(=O)C(C)(c1ccccc1)c1ccccc1 (stereo not given)	-0.26

Next section.
SMILES	Cav3 T inh
Cc1cccc(C)c1OCC(=O)OCC(=O)c1ccc2c(c1)NC(=O)CO2	-0.041
CCCCn1c(CN2CCN(CCO)CC2)nc2ccccc21	1.9
COc1ccc(CCNC(=O)CCCN2C(=O)c3ccccc3C2=O)cc1OC	1.1
O=C(CSc1ncn[nH]1)c1ccc2c(c1)OCO2	0.11
Nc1ccccc1N1CCN(C(=O)c2ccccc2)CC1	-0.074
CCOc1ccccc1CN1CCC(O)CC1	0.42
CCOC(=O)C(C(=O)OCC)c1cc(Br)c2noc3c2c1C(=O)c1ccccc1-3	-5.5*
COC(=O)c1ccc(Cl)c(NS(=O)(=O)c2ccc3c(c2)OCCO3)c1	-5.4*
N/C(Cc1ccc(Cl)cc1)=N\OC(=O)c1cccc2ccccc12	-3.2
CCOC(=O)N1CCN(c2c(N3CCN(c4ccccn4)CC3)c(=O)c2=O)CC1	-0.11

Only part of the results is shown. The share of hits here may be higher or lower than overall.
